# Screening results (PubChem BioAssay)
# Epigenetic reg: derepresses silenced GFP reporter in murine cells. 280,000 compounds, 0.2% hits. Potency, µM (titrated, usually from 53.9 µM), for the others: top-dose GFP activation, usual class: activators. AID 1865. murine LDR cells, GFP reporter derepression, 30 h; also: % of control where 0% means no effect; nearly all actives have a fitted effect of over 60% in size
#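 Reporter derepression read as number of fluorescent GFP-positive objects, 20-120 um in size, counted by laser-scanning cytometer. Mouse LDR line with an epigenetically silenced CMV-GFP locus; compound incubation 30 h, 37 C.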
# Luc counter: counter-screen: inhibitors of Kinase-Glo firefly luciferase. Q27757. Kinase-Glo luciferase, ATP luminescence, 8 min. Potency, µM (doses to about 38.3 µM), inactives show at the highest dose activity change, negative = inhibition, most hits filed as inhibitors. 200,000 compounds, 0.28% hits; also: % is scaled to controls: 0 for no effect and ±100 for the full control effect; nearly all actives have a fitted effect of over 60% in size
#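 Light output from Kinase-Glo luciferase with luciferin and 10 uM ATP in 50 mM imidazole pH 7.2, KCl, MgCl2, Tween 20, BSA; compound pin-delivered, 8-min ambient incubation, then luminescence read.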
# IMPase Li cell: membrane-permeable IMPase blocker, potentiated with lithium | AID 1457 | CHO-M1 cells, IP1 TR-FRET (IP-One), carbachol + lithium | Potency, µM (series often up to 59.4 µM), for the others: top-dose activity, negative = IMPase inhibition, hits mostly inhibitors | 210,000 compounds, 0.35% hits;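 also: IP1 builds up when IMPase is blocked and the TR-FRET signal falls; plate controls were basal vehicle for no effect and high inhibitor control for full effect; nearly all actives have a fitted effect of over 50% in size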
#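 IP1 accumulation measured by competitive TR-FRET in lysed CHO-M1 cells after 30 min compound exposure at 37C, with a small lithium addition to potentiate weak responses. Hill-equation AC50 from ratio and donor-channel data.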
# RGS12 GoLoco inh: RGS12 GoLoco-Gai1 interaction inhibition; Potency, µM (titrated, usually from 61.6 µM), for the others: top-dose activity, negative = inhibition, most hits filed as inhibitors; AID 880; P63096; 230,000 compounds, 0.44% hits; Gai1:RGS12 GoLoco peptide FP, rhodamine, 10 min; active = well fitted inhibition curve with a large enough effect, not every such curve was filed as active; inactive = no such curve, though single readings can be large or run the other way; also: % is scaled to controls: 0 for no effect and ±100 for the full control effect; nearly all actives have a fitted effect of over 30% in size; many of its hits are not listed in these tables
# NPSR antagonist: blocks cAMP signaling of the human neuropeptide S receptor; Potency, µM (doses to about 38.3 µM), for inactives: at the highest dose activity change, negative = inhibition, usual class: inhibitors; Q6W5P4; CHO-NPSR cells, cAMP TR-FRET, antagonist mode; 220,000 compounds, 1% hits; also: % is scaled to controls: 0 for no effect and ±100 for the full control effect; nearly all actives have a fitted effect of over 50% in size; many of its hits are not listed in these tables
# Target sequence (Q6W5P4 whole entry, looked up): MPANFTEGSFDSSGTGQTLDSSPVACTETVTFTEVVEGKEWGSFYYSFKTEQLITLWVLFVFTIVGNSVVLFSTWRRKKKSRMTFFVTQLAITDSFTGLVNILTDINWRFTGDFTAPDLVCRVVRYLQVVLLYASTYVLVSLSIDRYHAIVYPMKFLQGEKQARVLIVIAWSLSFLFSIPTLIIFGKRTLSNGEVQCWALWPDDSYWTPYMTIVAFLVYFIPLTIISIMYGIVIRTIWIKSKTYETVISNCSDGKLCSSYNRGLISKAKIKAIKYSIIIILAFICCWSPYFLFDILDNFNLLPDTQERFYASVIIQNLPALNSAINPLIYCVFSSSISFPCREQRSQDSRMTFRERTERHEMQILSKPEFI
# RECQ1 helicase: inhibitors of human RECQ1 DNA helicase; 240,000 compounds, 0.54% hits; P46063; RECQ1 DNA unwinding, red fluorescence kinetic read; Potency, µM (top dose mostly 57.3 µM), without a hit: at the highest dose activity, negative = inhibition, most hits filed as inhibitors;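 also: plate controls were vehicle for no effect and no enzyme for full effect; nearly all actives have a fitted effect of over 30% in size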
# Target sequence (P46063 whole entry, looked up): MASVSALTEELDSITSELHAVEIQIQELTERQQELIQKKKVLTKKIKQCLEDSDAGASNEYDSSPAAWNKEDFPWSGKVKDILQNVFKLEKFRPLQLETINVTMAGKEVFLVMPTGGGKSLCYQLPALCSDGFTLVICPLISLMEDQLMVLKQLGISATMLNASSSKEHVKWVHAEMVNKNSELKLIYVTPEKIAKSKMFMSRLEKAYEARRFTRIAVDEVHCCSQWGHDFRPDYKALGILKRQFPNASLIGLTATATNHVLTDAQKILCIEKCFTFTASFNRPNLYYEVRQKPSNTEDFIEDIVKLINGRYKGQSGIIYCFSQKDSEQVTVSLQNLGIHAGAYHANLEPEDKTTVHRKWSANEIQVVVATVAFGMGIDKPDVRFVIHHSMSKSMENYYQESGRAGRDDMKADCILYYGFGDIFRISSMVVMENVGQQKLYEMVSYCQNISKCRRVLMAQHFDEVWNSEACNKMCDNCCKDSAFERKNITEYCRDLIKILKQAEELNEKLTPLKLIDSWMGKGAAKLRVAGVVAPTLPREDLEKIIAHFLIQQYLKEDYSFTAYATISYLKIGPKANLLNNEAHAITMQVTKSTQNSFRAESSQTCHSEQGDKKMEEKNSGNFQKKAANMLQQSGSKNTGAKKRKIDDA
#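 RECQ1T1 50 nM; forked duplex (20 bp + 30-nt ss tails) 200 nM, ATP 2 mM final; pH 8.0, 2 mM MgCl2, 2.5 ug/ml poly(dI-dC); 15 min compound preincubation; discontinuous kinetic read over 2 h at RT.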
# KDM4E inh: JMJD2E (human) inhibition | JMJD2E catalytic domain, FDH-coupled NADH fluorescence (FDH is formaldehyde dehydrogenase) | Potency, µM (top dose mostly 57.1 µM), for the others: at the top dose activity change, negative = inhibition, most hits filed as inhibitors | 230,000 compounds, 1.6% hits | AID 2147; active = well fitted inhibition curve with a large enough effect, not every such curve was filed as active; inconclusive = small, poorly fitted or top-dose-only effect, or another doubt; inactive = no such curve, though single readings can be large or run the other way;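 also: 0% = wells with enzyme and -100% = buffer wells without enzyme; nearly all actives have a fitted effect of over 50% in size; many of its hits are not listed in these tables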
# SMN2 splice up: SMN2 splice variant enhancement. 210,000 compounds, 2.8% hits. HEK293 SMN2-luciferase splicing reporter, luminescence, 30-36 h. Potency, µM (doses to about 46.1 µM), inactives show at the top dose activity change, positive = activation, actives largely listed as activators. AID 1458; also: % of control where 0% means no effect; nearly all actives have a fitted effect of over 55% in size
#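 HEK293 cells carry an SMN2 […]–luciferase reporter in which exon 7 inclusion puts luciferase in frame. Cells were plated 10-12 h before compound addition, then incubated 30-36 h at 37C. ONE-Glo luminescence was read; sodium butyrate at 4.5 mM final served as control.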
# Starred values were filed as active, the others as inactive; i = inactive; ? = inconclusive; / = not tested or not shown; & = joins results of further samples; [ ] = another dose, or the depositor's remark. Unless noted, calls follow the shape of the dose curve; as a rule, active = well fitted curve in the direction sought with a large enough effect; inconclusive = small, poorly fitted or top-dose-only effect, or another doubt; inactive = no such curve, though single readings can be large; an effect the other way counts as inactive or inconclusive. Potency is read from the fitted curve at half-maximal effect. A portion of the library. The share of hits here may be higher or lower than overall.
SMILES,Epigenetic reg,Luc counter,IMPase Li cell,RGS12 GoLoco inh,NPSR antagonist,RECQ1 helicase,KDM4E inh,SMN2 splice up
CCCCCCOC(=O)C(C#N)c1nc2ccccc2nc1N1CCCCC1 (stereo not given),-1.0%,-1%,44%[activator][38.3 µM],16%,10µM*,-13%,?,-27%
COc1ccc(CCNC(=O)CSc2ccccc2)cc1OC,-1.1%,-3%,-5%,5%,18%,-3%,-3%,-6%
CCCCNc1nnc(SCC(=O)c2c[nH]c3ccccc23)s1,0.0%,-2%,-1%,82%[activator],9%,-9%,13%,?
Cc1cc(C)nc(NC(=O)c2cc(-c3ccc(C)s3)nc3ccccc23)c1,1.3%,-6%,-4%,3%,-2%,-5%,?,-26%
O=C(Nc1nc2ccccc2[nH]1)C1CC1,-0.2%,-11%,2%,1%,15%,-1%,8%,10µM*
CNC(=S)Nc1ccc(C)c(NC(=S)NC)c1,-3.4%,-1%,13%,6%,18%,10%,-12%,8%
COC(=O)N1CCC2(CC1)CCN(c1ccccn1)CC2,/,-1%,18%,8%,/,-4%,/,-10%
COc1ccc(COc2cc(-c3cccc(OC)c3)nc3ccc(NC(=O)c4ccc(OC)cc4)cc23)cc1,1.6%[40.7 µM],1%[39.9 µM],2%&12%,11%&9%,-10%,-7%,?,-39%[inhibitor]
COc1cc(NC(=O)CSc2nncn2C)cc(OC)c1OC,-5.1%,1%,8%,10%,20%,-2%,7%,-5%
N#CC1=C(N)SC(N)=C(C#N)C1c1ccc([N+](=O)[O-])cc1,0.0%,3%,-1%,-3%,-1%,-2%,-11%,12%
Cc1cc(C)cc(NC(=O)NCc2nnc(SCc3ccccc3)n2C)c1,1.1%,1%,-15%[38.3 µM],4%,-14%[46.1 µM],-3%,2%,-16%
CCN(CC)Cc1csc2ccc(Br)cc12,0.0%,0%,16%[38.3 µM],-15%,3%[46.1 µM],i,5%,-10%
CN(C)CC(CN(C)C)c1ccccn1,/,1%[7.66 µM],-5%,-1%[14.2 µM],/,/,/,-4%[9.22 µM]
Cc1[nH][nH]c(=O)c1C(c1ccc(-c2ccc(Cl)c(C(=O)O)c2)o1)c1c(C)[nH][nH]c1=O,-0.4%,-4%,2%,-7%,0%,17%,13%,-2%
Oc1ccc(C[C@H]2CNC(=S)N2CCc2cc(C(F)(F)F)cc(C(F)(F)F)c2)cc1,1.0%,/,2%,3%,53%,-15%,6%,/
CC(=O)Nc1cccc(C(=O)Nc2nc(C)cs2)c1,-0.5%,-3%,-3%,13%,5%,-10%,-3%,3%
O=C(Cn1nc(C(F)(F)F)c2c1CCCC2)NCCN1CCOCC1,0.9%,-3%,-7%[38.3 µM],8%,2%[46.1 µM],-7%,0%,-4%
COc1cccc(-c2cc(C(=O)N/N=C/c3ccc(OC)c(COC(C)=O)c3)c3ccccc3n2)c1,0.0%,-2%,12%[38.3 µM],4%,-18%[46.1 µM],-6%,?,-16%
Cc1cc(=O)n(C(NC(=O)c2ccccc2)C(=O)c2ccccc2)cn1 (stereo not given),-1.0%,0%,-4%,3%,14%,-1%,-13%,23%
Cc1ccccc1C(=O)NC1CCN(C(=O)Nc2ccccc2Cl)CC1,2.9%,-3%,1%,-1%,5%,-4%,-10%,/
CC(NC(=O)C(=O)N/N=C/c1ccc(Cl)cc1)c1ccccc1 (stereo not given),0.7%,1%,0%,0%,9%,-6%,2%,-5%
N#Cc1c(-c2ccccc2)nc(N2CCCCCC2)[nH]c1=O,1.1%,6%,-11%[38.3 µM],1%,-4%[46.1 µM],i,?,9%
Cc1ccc(C)c(NC(=S)c2nc3ccccc3s2)c1,2.1%,-4%,7%,-5%,2%,-11%,-7%,?
O=C(COC(=O)COc1ccccc1Cc1ccccc1)Nc1cccnc1Cl,2.6%,-1%,3%,-17%,-4%,7%,-3%,5.6µM*
O=C(CSc1nnc2ccccn12)c1ccccc1,-0.8%,-28%,41%[activator][38.3 µM],8%,-15%[46.1 µM],-1%,-17%,13µM*
CCOc1ccc2nc(N/C(N)=N/C(=S)Nc3cccc(OC)c3)nc(C)c2c1,2.0%,/,/,7%,2%,-1%,-27%,/
CCC(C)c1ccccc1OCCCCN1CCCC1 (stereo not given),1.3%,-4%,15%,-3%,18%,i,?,1%
O=C(CNc1ccccc1)NN=C1CCCC1,-0.2%,3%,11%,10%,7%,-3%,47%[activator],16%
CCn1c(COc2ccc(C)cc2)nnc1SCc1nc2ccccc2[nH]1,-1.1%,-6%,7%[38.3 µM],7%,-10%[46.1 µM],0%,-1%,-61%[inhibitor]
COc1ccc(OC)c(/C=N/NC(=O)CNC(=O)c2ccc(S(=O)(=O)N3CCCC3)cc2)c1,-4.7%,2%,-3%,2%,-18%,-13%,?,?

# Record cards (already shown). Order of screens: Epigenetic reg	Luc counter	IMPase Li cell	RGS12 GoLoco inh	NPSR antagonist	RECQ1 helicase	KDM4E inh	SMN2 splice up
# Profile of COc1cccc(-c2cc(C(=O)N/N=C/c3ccc(OC)c(COC(C)=O)c3)c3ccccc3n2)c1 : 0.0%	-2%	12%[38.3 µM]	4%	-18%[46.1 µM]	-6%	?	-16%
# Profile of CCC(C)c1ccccc1OCCCCN1CCCC1 (stereo not given) : 1.3%	-4%	15%	-3%	18%	i	?	1%
# Profile of O=C(Cn1nc(C(F)(F)F)c2c1CCCC2)NCCN1CCOCC1 : 0.9%	-3%	-7%[38.3 µM]	8%	2%[46.1 µM]	-7%	0%	-4%
# Profile of O=C(COC(=O)COc1ccccc1Cc1ccccc1)Nc1cccnc1Cl : 2.6%	-1%	3%	-17%	-4%	7%	-3%	5.6µM*
# Profile of CCOc1ccc2nc(N/C(N)=N/C(=S)Nc3cccc(OC)c3)nc(C)c2c1 : 2.0%	/	/	7%	2%	-1%	-27%	/

# More records follow:
SMILES,Epigenetic reg,Luc counter,IMPase Li cell,RGS12 GoLoco inh,NPSR antagonist,RECQ1 helicase,KDM4E inh,SMN2 splice up
COCCNC(=O)C(c1ccc(C)o1)N(C(=O)Cn1nnc2ccccc21)c1ccccc1 (stereo not given),0.0%,-3%,2%,11%,-14%,i,-1%,0%
O=C(c1ccc(COc2c(F)c(F)c(F)c(F)c2F)o1)N1CCN(Cc2ccc3c(c2)OCO3)CC1,-1.0%,1%,12%,4%,-29%,-17%,-4%,-12%
Cc1cc(-c2ccccc2)nc2oc3c(c12)NC(=O)CN(c1ccccc1)C3=O,14%,/,/,10%,15%,-5%,?,/
CN(Cc1ccccc1)C(=O)c1cccc(NC(=O)c2ccco2)c1,-1.1%,5%,-9%[38.3 µM],11%,-10%[46.1 µM],i,1%,?
COc1ccc(C(=O)N2CCC(C(=O)Nc3ccc(OC)c(OC)c3)CC2)cc1,-4.9%,1%,-2%[38.3 µM],-1%,-11%[46.1 µM],-2%,-4%,-10%
Cc1ccc(NC(=O)CSc2nnc(-c3ccncc3)n2N)cc1C,-0.7%,2%,-6%[38.3 µM],0%,-3%[46.1 µM],5%,-2%,-15%
CC(C)S,/,/,11%,-6%,/,-5%,/,-1%
O=C(/C=C/c1ccncc1)c1ccc(NC(=O)c2ccccc2F)cc1,?,0%,12%,12%,-57%,-21%,-8%,-27%
COc1ccc(Cn2nnnc2C(c2cc3cc(C)cc(C)c3[nH]c2=O)N2CCOCC2)cc1 (stereo not given),-2.6%,2%,-9%[38.3 µM],-16%,-6%[46.1 µM],-3%,?,4%
CC(=O)Nc1ccc(CN2CCN(CCc3ccccc3)C(CCO)C2)cc1 (stereo not given),-3.1%,/,/,-4%,-19%,-4%,0%,/
CCN(CC)CCN(Cc1cc2cc(C)ccc2[nH]c1=O)C(=S)NCc1ccco1,-0.9%,-2%,15%,-3%,9%,-2%,7%,6%[1.84 µM]
O=C(/C=C/c1cccs1)Nc1ccc(Br)cn1,0.0%,-3%,-3%,6%,19%,-1%,7%,14µM*
O=C(N=Nc1c(O)n(Cc2ccccc2)c2ccccc12)c1cc2ccccc2cc1O,0.0%,-15%,5%,3%,?,-1%,-1%,10µM*
O=C(CSc1nnnn1C1CC2CCC1C2)Nc1ccnc2ccccc12 (stereo not given),0.0%,3%,12%,15%,3%[46.1 µM],5%,-1%,-104%[inhibitor]
Cn1c(CNC(=O)c2ccccc2F)nnc1SCC(=O)NCc1ccccc1,0.5%,-1%,6%,10%,-11%,2%,-13%,/
c1ccc(-c2nnc(CSc3nnc(-c4ccncc4)n3Cc3ccco3)o2)cc1,0.0%,-4%,5%[38.3 µM],4%,7%[46.1 µM],i,3%,-22%
COc1ccc(NC(=O)c2c(C(F)(F)F)nn(C)c2SCc2ccccc2Cl)cc1,0.0%,0%,15%[38.3 µM],6%,-21%[46.1 µM],-6%,1%,-14%
O=C(NCCOc1ccccc1)c1n[nH]c(=O)c2ccccc12,-0.8%,1%,13%[38.3 µM],12%,-4%[46.1 µM],1%,1%,2%
Cc1nc2ccccc2c(=O)n1/N=C/c1cccs1,-0.4%,-1%,8%,0%,-5%,i,-1%,8%
C#CCN1C(=O)S/C(=C/c2cc(C)n(CC)c2C)C1=O,-0.9%,/,/,/,?,3%,-8%,/
Cc1ccc(NC(=O)c2cccc(N(C)C)c2)cc1NC(=O)c1ccc(O)cc1,0.0%&0.8%&-4.1%,-3%,?,10%&2%&-11%,/,-2%&14%&-12%,?,21%&6%
CCN(C(=O)COC(=O)c1cc([N+](=O)[O-])ccc1N1CCCCC1)C1CCS(=O)(=O)C1 (stereo not given),-0.3%,-2%,4%,2%,-8%,1%,-7%,10%
NCCc1nnc(SCc2ccccc2)o1,0.0%,0%,6%[38.3 µM],-12%,-9%[46.1 µM],i,-3%,/
NC(=O)NC(=O)COC(=O)/C=C/c1cccc(Br)c1,4.3%,-1%,4%,3%,-25%,-3%,-8%,-1%

# Records listed so far that bear a hit mark in NPSR antagonist:
SMILES	Epigenetic reg	IMPase Li cell	RGS12 GoLoco inh	NPSR antagonist	RECQ1 helicase	KDM4E inh	SMN2 splice up
CCCCCCOC(=O)C(C#N)c1nc2ccccc2nc1N1CCCCC1 (stereo not given)	-1.0%	44%[activator][38.3 µM]	16%	10µM*	-13%	?	-27%
